# Bioassay records as filed in PubChem BioAssay.
# PfHsp90 set2: growth inhibition of PfHsp90-expressing yeast, primary screen, antimalarial PfHsp90 inhibitor project, S. cerevisiae, BacTiter-Glo luminescence, single point, set 2. hit rate 0.32% among 310,000. inhibition, % at 9.4 µM. BacTiter-Glo ATP, 48 h; yeast lacking PDR1 and PDR3 efflux regulators;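 active = every replicate shows inhibition above about 80%, whatever the replicate mean, limit read from the data; inconclusive = mean inhibition reaches the set limit but some replicate falls short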;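 also: 0% = DMSO neutral controls and 100% = 20 µM radicicol positive controls; yeast relying on Plasmodium falciparum Hsp90 in place of its own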
# Rtt109 Vps75: inhibitors of C. albicans Rtt109/Vps75 HAT, primary screen, biochemical, ThioGlo CoA-SH fluorescence, plate reader; Histone acetyltransferase RTT109 (Candida albicans (strain SC5314 / ATCC MYA-2876)), …; purified Rtt109/Vps75, 4 h; inhibition, % at 34.9 µM; hit rate 0.16% among 330,000;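 active = inhibition of at least 50% in every replicate; inconclusive = best replicate reaches 50% inhibition but some replicates fall short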
# SR-BI DiI inh: inhibitors of SR-BI mediated HDL lipid uptake, primary screen, ldlA[mSR-BI] cells, fluorescence, single point; ldlA[mSR-BI] CHO cells, DiI-HDL uptake fluorescence, 3 h; inhibition, % at 12.5 µM; hit rate 0.96% among 320,000;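 active = mean replicate inhibition of at least 70% and a set share of replicates each scoring 70 or more; inconclusive = meets just one of the two criteria; inactive = fails both criteria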;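 also: 0% = median of neutral control wells and 100% = median of positive control wells; values of inactives mirror those of a sister screen read the other way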
# MITF act: activators of MITF-driven TRPM1 promoter reporter, primary screen, cell-based, SK-MEL-5, luciferase, single point; SK-MEL-5 TRPM1-promoter luciferase, 24 h; % of positive control, neutral wells = 0; activation, % at 12.5 µM; hit rate 0.75% among 300,000;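 active = mean activation of at least 80% with every replicate also reaching 80%; inconclusive = mean reaches 80% but some replicate falls short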;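 also: 0% = neutral control wells and 100% = parthenolide positive control wells; values of inactives mirror those of a sister screen read the other way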
# PvdQ inh: P. aeruginosa PvdQ acylase inhibitors, primary screen, biochemical, fluorescence, plate reader and imaging, single point. hit rate 0.063% among 340,000. inhibition, % at 10 µM. PvdQ acylase [Pseudomonas aeruginosa LESB58]. AID 488965, 2010. purified PvdQ acylase; in the data active = inhibition above about 30%, passing the limit was not always enough; inconclusive = no clear call, values can overlap the other calls;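 also: 0% = vehicle neutral wells and 100% = reference inhibitor wells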
# CAL PDZ FP-1: untagged CAL PDZ binding inhibitors, primary screen, biochemical, fluorescence polarization, HTS; Golgi-associated PDZ and coiled-coil motif-containing protein (Homo sapiens), Q9HD26; purified CAL PDZ, TMR-peptide fluorescence polarization, 1 h; inhibition, % at 24.9 µM; hit rate 0.92% among 300,000; AID 602252, 2012;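 active = mean inhibition of at least 30% with at least half of replicates also reaching 30%; inconclusive = no clear call, values can overlap the other calls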;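 also: 0% = DMSO neutral control and 100% = excess unlabeled competitor peptide PRC23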
# NSD2 inh: NSD2 histone methyltransferase inhibitors, primary screen, biochemical, AlphaScreen, single concentration, set 2. AID 743445, 2014. hit rate 0.54% among 310,000. NSD2 peptide methylation, 120 min. inhibition, % at 12.5 µM; in the data active = inhibition above about 50%
# Target sequence (O96028 whole entry, looked up): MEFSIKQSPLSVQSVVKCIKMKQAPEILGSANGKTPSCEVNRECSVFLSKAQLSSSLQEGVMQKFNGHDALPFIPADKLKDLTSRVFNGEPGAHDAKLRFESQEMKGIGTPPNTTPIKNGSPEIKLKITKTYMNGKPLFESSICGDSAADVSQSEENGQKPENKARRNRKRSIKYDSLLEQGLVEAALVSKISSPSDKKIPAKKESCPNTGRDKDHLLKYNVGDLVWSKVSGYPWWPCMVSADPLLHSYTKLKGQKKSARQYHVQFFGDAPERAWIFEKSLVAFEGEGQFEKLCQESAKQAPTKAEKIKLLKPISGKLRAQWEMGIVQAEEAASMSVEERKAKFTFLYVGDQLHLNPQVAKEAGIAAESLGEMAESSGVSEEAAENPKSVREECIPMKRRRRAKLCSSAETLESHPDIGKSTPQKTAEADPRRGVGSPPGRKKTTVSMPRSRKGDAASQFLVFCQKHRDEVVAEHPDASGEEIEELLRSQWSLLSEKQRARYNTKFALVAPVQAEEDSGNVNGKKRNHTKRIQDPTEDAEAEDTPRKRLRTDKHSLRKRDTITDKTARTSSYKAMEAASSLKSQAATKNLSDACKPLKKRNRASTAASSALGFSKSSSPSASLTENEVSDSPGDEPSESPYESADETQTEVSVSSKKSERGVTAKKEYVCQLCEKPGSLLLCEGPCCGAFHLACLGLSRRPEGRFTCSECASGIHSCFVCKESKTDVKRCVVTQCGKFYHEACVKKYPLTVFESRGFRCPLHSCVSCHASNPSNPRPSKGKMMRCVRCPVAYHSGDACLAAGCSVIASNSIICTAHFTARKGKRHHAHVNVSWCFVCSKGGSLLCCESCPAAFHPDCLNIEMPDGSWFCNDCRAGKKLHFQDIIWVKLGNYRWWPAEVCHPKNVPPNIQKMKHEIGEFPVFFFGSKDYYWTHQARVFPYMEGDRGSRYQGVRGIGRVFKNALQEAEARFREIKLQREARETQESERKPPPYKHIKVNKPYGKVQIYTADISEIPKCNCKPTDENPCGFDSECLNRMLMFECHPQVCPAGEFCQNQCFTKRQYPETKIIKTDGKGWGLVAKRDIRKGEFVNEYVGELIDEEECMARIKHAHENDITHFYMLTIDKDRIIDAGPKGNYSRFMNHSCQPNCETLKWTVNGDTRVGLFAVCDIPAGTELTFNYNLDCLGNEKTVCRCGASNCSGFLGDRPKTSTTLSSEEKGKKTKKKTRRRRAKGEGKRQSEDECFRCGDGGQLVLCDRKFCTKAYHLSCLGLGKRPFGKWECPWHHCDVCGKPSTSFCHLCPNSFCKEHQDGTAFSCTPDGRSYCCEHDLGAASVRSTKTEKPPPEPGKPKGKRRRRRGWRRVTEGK
# dFosB activator: activators of delta FosB homodimer, primary screen, biochemical, fluorescence polarization, TAMRA-CDK5 oligo, single point. hit rate 0.99% among 340,000. AID 493131, 2011. Protein FosB (Mus musculus), P13346. activation, % at 25 µM. purified delta FosB; percent of positive-control signal above neutral wells;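 active = mean activation above about 17%, with every replicate also reaching it, limit read from the data, passing the limit was not always enough; inconclusive = only one of the two conditions met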;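 also: fluorescence polarization rise as delta FosB binds a TAMRA Cdk5 AP-1 oligo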
# CAL PDZ FP-2: CAL PDZ peptide-binding inhibitors, primary screen, biochemical, fluorescence polarization, Cer-tagged CAL PDZ, HTS; inhibition, % at 20 µM; Golgi-associated PDZ and coiled-coil motif-containing protein (Homo sapiens), Q9HD26; hit rate 0.02% among 330,000; AID 504414, 2011; purified CAL PDZ, TMR-peptide fluorescence polarization, 1 h;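 active = highest replicate inhibition of at least 40%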;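 also: plate controls were DMSO neutral control wells for no effect and unlabeled competitor peptide control wells for full effect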
#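 System: purified tagged CAL PDZ domain construct (CerCALP). Schedule: 1 h incubation at room temperature before polarization reading. Medium: 25 mM sodium phosphate pH 7.4, 150 mM NaCl, TCEP, IgG, Thesit. Read-out: percent inhibition from loss of millipolarization. Measured by: FP readout, S and P plane fluorescence. Probe or stimulus: fluorescent TMR peptide probe.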
# SR-BI uptake up: activators of SR-BI mediated DiI-HDL uptake, primary screen, ldlA[mSR-BI] CHO cells, DiI fluorescence | activation, % at 12.5 µM | hit rate 0.096% among 320,000 | 3 h; 100 = double the neutral-control signal;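 active = mean replicate activation of at least 60% and every replicate at or above 60%; inconclusive = mean or all-replicate condition met, but not both; inactive = mean below 60% and not all replicates reaching 60%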;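 also: 0% = median plate neutral-control signal and 100% = twice that signal; values of inactives mirror those of a sister screen read the other way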
#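 System: CHO ldlA[mSR-BI] cells / Medium: HEPES-buffered (25 mM, pH 7.4) F12 plus 0.5% BSA / Probe or stimulus: labelled HDL, 10 µg/mL / Doses: single compound concentration, delivered by pin transfer / Schedule: 3 h, 37 °C / Measured by: DiI fluorescence, bottom read / Measure: cell-associated DiI fluorescence as measure of HDL uptake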
# Starred values were filed as active, the others as inactive; ? = inconclusive; . = not tested or not shown. This is a random part of the collection; overall some 4.3% were active at least once.
1: O=C(NNS(=O)(=O)c1ccccc1Cl)C1COc2ccccc2O1 (configuration not stated)
2: O=C(CSc1nnc(NC(=O)c2ccccc2F)s1)NCC1CCCO1 (configuration not stated)
3: CSc1ccc(C(=O)N2CCc3ccc(NC(=O)c4ccccn4)cc3C2)cc1
4: C/C(=N\N=c1/scc(C)n1Cc1ccco1)c1cccc([N+](=O)[O-])c1
5: COc1ccc(S(=O)(=O)/C(C#N)=C/Nc2cccc(OC)c2)cc1
6: Cc1ccc(Oc2ncnc3sccc23)cc1
7: COc1ccc(NC(=S)Nc2ncccc2C)cc1OC
8: C=CCOc1ccc(/C=C2\SC(=S)N(NS(=O)(=O)c3ccc(C)cc3)C2=O)cc1
Compound,1,2,3,4,5,6,7,8
SR-BI uptake up,1,17,-32,-26,3,31,-35,-9
CAL PDZ FP-2,0.1,-0.5,-3.0,-1.8,-5.3,0.1,-0.2,-6.2
NSD2 inh,-3,.,1,1,-7,-2,-1,55*
SR-BI DiI inh,-1,-17,32,26,-3,-31,35,9
PvdQ inh,-5,-3,-13,13,-9,-17,3,-1
PfHsp90 set2,-9,-12,1,22,22,4,-4,2
Rtt109 Vps75,1,0,7,-1,-10,-2,-3,?
CAL PDZ FP-1,.,-2,-4,-1,0,-1,-2,-9
MITF act,-4,61,36,18,-2,74,64,0
dFosB activator,4,-1,-16,-1,-17,-1,-7,-16

# NSD2 inh, what is marked active above.
cpd	molecule	SR-BI uptake up	CAL PDZ FP-2	NSD2 inh	SR-BI DiI inh	PvdQ inh	Rtt109 Vps75	CAL PDZ FP-1	MITF act	dFosB activator
8	C=CCOc1ccc(/C=C2\SC(=S)N(NS(=O)(=O)c3ccc(C)cc3)C2=O)cc1	-9	-6.2	55*	9	-1	?	-9	0	-16

# Record cards, from the list above:
# Cc1ccc(Oc2ncnc3sccc23)cc1 is listed as SR-BI uptake up: 31; CAL PDZ FP-2: 0.1; NSD2 inh: -2; SR-BI DiI inh: -31; PvdQ inh: -17; PfHsp90 set2: 4; Rtt109 Vps75: -2; CAL PDZ FP-1: -1; MITF act: 74; dFosB activator: -1
# COc1ccc(NC(=S)Nc2ncccc2C)cc1OC is listed as SR-BI uptake up: -35; CAL PDZ FP-2: -0.2; NSD2 inh: -1; SR-BI DiI inh: 35; PvdQ inh: 3; PfHsp90 set2: -4; Rtt109 Vps75: -3; CAL PDZ FP-1: -2; MITF act: 64; dFosB activator: -7

# Carrying on:
9: CCC(CC)C(=O)c1c[nH]c(C(=O)O)c1
10: CC(C)(C)c1ccc(C(=O)NCC(=O)NCc2ccccn2)cc1
11: CC(C)Oc1nc(-c2ccccc2Cl)nc2ccccc12
12: COc1ccc(Cc2nnc(SCC(=O)N3CCc4ccccc4C3)o2)cc1
13: COc1cc2c(cc1OC)-c1cc(OCc3cccnc3)nc(=O)n1CC2
14: Cc1cc(C)c[n+](CC(=O)c2cc3ccccc3oc2=O)c1
15: COc1ccc(-n2nnnc2SCC#CCO)cc1
16: CC(C)c1cc(NC(=O)CCl)on1
Compound,9,10,11,12,13,14,15,16
SR-BI uptake up,7,7,20,-8,-41,9,0,23
CAL PDZ FP-2,.,-0.7,-1.2,-0.7,-3.5,.,-0.8,-2.3
NSD2 inh,-1,-2,-5,0,2,16,1,0
SR-BI DiI inh,-7,-7,-20,8,41,-9,0,-23
PvdQ inh,14,-16,-7,2,-8,4,3,1
PfHsp90 set2,-17,-15,-15,-3,-9,9,4,0
Rtt109 Vps75,-4,-1,-4,.,19,-9,-7,4
CAL PDZ FP-1,3,6,-4,-1,-2,0,0,0
MITF act,3,7,3,-8,5,-4,-6,-1
dFosB activator,2,-3,-3,-5,-4,-8,-1,-5

17: CCOCCCNC(=S)N1CCN(c2nc(-c3ccc(F)cc3)cs2)CC1
18: CCCn1c(CNc2ccc(Br)cc2)nc2ccccc21
19: CCOC(=O)C(=CNc1cc(C)nn1-c1ccc(C)cc1)C(=O)OCC
20: O=C(O)C1CCCN1S(=O)(=O)c1cc(Cl)ccc1Cl (configuration not stated)
21: COc1ccccc1-c1ccc(/C=C2\C=CC(=O)O2)o1
22: O=C(Cc1csc(Nc2nc(=S)[nH]c3ccccc23)n1)NCc1ccc(Cl)cc1
23: O=C(CS(=O)CC(=O)Nc1cnc2ccccc2c1)Nc1ccc(Cl)cc1 (configuration not stated)
24: CC(C(=O)Nc1ccccc1F)N1CCN(S(=O)(=O)c2ccc(C(F)(F)F)cc2)CC1 (configuration not stated)
25: Fc1cccc(NC(=S)NNc2ccccc2)c1
Compound,17,18,19,20,21,22,23,24,25
SR-BI uptake up,-55,-27,-29,4,-11,-34,.,0,8
CAL PDZ FP-2,-0.1,-0.6,-2.3,0.6,0.7,-2.8,-3.3,-0.5,0.6
NSD2 inh,-1,.,4,-4,-14,3,1,1,5
SR-BI DiI inh,55,27,29,-4,11,34,.,0,-8
PvdQ inh,-8,-1,6,-3,-6,-16,-8,-5,2
PfHsp90 set2,5,-26,2,-49,-11,-29,4,.,2
Rtt109 Vps75,2,1,17,4,-5,-1,-3,13,-2
CAL PDZ FP-1,.,.,-1,-6,.,.,-3,-2,-1
MITF act,-15,19,-35,-6,.,-13,-1,4,-10
dFosB activator,-6,-10,-12,-1,-14,-1,-4,-8,-3

# Single entries from the list.
# no. 19 in SR-BI uptake up: -29
# no. 25 in dFosB activator: -3
# no. 17 in SR-BI DiI inh: 55
